Compound activity as filed in PubChem.
Pol beta inh = inhibitors of human DNA polymerase beta; Pol beta primer extension/strand displacement, fluorescence kinetic; hit rate 1.3% among 340,000; Potency, µM (series often up to 114 µM), without a hit: at the highest dose activity change, negative = inhibition, most hits filed as inhibitors; P06746; note: potency is the fitted concentration of half-maximal effect; % is set by controls: 0 for no effect and ±100 for the full control effect
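Reaction started by 50 nM substrate onto compound-treated Pol beta (10 nM, 15 min preincubation, room temperature); plates read at 0 min and 10 min. Normalized concentration-effect data fitted by four-parameter Hill equation.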
ALOX12 inh = inhibitors of human 12S-lipoxygenase ALOX12 | P18054 | purified 12hLO, xylenol orange hydroperoxide absorbance | Potency, µM (series often up to 108 µM), without a hit: top-dose activity change, negative = inhibition, hits mostly inhibitors | hit rate 1.1% among 580,000 | AID 1671190; note: potency is the fitted concentration of half-maximal effect; % is set by controls: 0 for no effect and ±100 for the full control effect
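Purified human 12hLO at 150 nM in 25 mM Hepes, 0.01% Triton X-100, pH 7.0, preincubated 15 min at room temperature with compound. Reaction started with 40 uM arachidonic acid, 30 min at room temperature. Hydroperoxide measured by Fe-xylenol orange, 573/405 nm absorbance ratio.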
Pol kappa inh = blocks human DNA polymerase kappa activity; Q9UBT6; purified Pol kappa, fluorescent DNA synthesis assay, 10 min; Potency, µM (highest dose often 107 µM), without a hit: top-dose activity, negative = inhibition, hits mostly inhibitors; hit rate 0.53% among 400,000; AID 588579; note: potency is the fitted concentration of half-maximal effect; % is set by controls: 0 for no effect and ±100 for the full control effect
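Kinetic fluorescence screen: compound preincubated 15 min RT with 10 nM enzyme; 50 nM substrate (final) initiates; reads at 0/10 min.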
TRHR ag = TRH receptor (human) agonism; P34981; TRHR cells, calcium flux fluo-8, FDSS agonist mode; activation, % at 2 µM; hit rate 0.18% among 360,000; in the data active = activation above about 30%; note: 0% is about no effect
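Fluo-8-loaded TRHR cells; 10 s baseline, compound added, kinetic Ca2+ fluorescence read 1/s, agonist mode.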
POLI inh = DNA polymerase iota (human) inhibition | Q9UNA4 | Pol iota fluorescent replication assay, 10 min | Potency, µM (titrated, usually from 115 µM), without a hit: at the highest dose activity, negative = inhibition, usual class: inhibitors | hit rate 1% among 390,000; note: potency is the fitted concentration of half-maximal effect
Target sequence (Q9UNA4 whole entry, looked up): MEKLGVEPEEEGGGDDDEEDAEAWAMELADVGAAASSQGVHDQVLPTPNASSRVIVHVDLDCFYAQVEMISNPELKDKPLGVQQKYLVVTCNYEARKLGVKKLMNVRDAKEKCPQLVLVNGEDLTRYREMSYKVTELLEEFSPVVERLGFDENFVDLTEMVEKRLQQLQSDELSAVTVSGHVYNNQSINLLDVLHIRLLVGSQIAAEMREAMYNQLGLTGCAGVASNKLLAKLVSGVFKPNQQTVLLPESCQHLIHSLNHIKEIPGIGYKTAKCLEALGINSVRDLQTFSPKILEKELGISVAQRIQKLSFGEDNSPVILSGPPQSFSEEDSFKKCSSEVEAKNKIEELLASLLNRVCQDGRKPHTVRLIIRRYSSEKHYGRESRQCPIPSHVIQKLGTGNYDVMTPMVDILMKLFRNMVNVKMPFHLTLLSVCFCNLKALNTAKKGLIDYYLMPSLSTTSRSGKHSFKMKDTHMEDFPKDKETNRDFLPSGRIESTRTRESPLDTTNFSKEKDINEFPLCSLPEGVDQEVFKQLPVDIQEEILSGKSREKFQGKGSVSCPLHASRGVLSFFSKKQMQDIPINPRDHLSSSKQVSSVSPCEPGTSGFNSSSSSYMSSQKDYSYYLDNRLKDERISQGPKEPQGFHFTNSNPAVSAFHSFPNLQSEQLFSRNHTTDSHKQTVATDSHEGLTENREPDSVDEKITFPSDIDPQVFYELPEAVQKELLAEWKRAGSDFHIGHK
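Pol iota at 10 nM preincubated 15 min with compounds at room temperature; reaction started with fluorescent substrate, 50 nM final. Fluorescence read kinetically at 0 and 10 min; buffer-only wells as negative control.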
ERG Ets-DNA blk = ERG Ets/DNA interaction inhibition. AID 624246. hit rate 0.028% among 370,000. fluorescence polarization, His-ERG Ets domain / labelled DNA. Potency, µM (series often up to 76.9 µM), without a hit: at the highest dose FP activity, negative = inhibition, actives largely listed as inhibitors; active = well fitted inhibition curve with a large enough effect in the polarisation, with a control signal flat; inconclusive = small, poorly fitted or top-dose-only effect, or effect the other way, or a change in a side signal; inactive = no such curve, though single readings can be large or run the other way; the % refers to the polarisation;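 note: polarization taken with two DNA probes labelled with fluorescein and Texas red; potency is the fitted concentration of half-maximal effect; % of control where 0% means no effect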
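His-tagged ERG Ets domain (1 uM in the protein solution; 300mM KCl, 50mM Tris-HCl, 1mM EDTA, 1mM DTT, pH 7.5) received compound, then a probe mix of 5 nM fluorescein-DNA and 100nM Texas-615-DNA. Fluorescence polarization was read for both dyes.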
Anesthetic bind = binds horse apoferritin like a general anesthetic | P02791 | Potency, µM (series often up to 77.5 µM), for the others: at the top dose activity change, negative = displacement, actives largely listed as inhibitors | hit rate 0.074% among 350,000 | apoferritin/1-aminoanthracene competitive binding, fluorescence; note: potency is the fitted concentration of half-maximal effect; % is set by controls: 0 for no effect and ±100 for the full control effect; nearly all actives have a fitted effect of over 20% in size
Target sequence (P02791 2-175 limits assumed): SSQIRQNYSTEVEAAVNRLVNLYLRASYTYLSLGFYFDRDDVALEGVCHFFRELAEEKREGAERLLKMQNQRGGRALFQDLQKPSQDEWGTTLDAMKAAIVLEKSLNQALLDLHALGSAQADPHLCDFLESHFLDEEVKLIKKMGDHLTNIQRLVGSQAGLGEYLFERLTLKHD
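Probe: 1-aminoanthracene (50% saturated, PBS). Protein: horse-spleen apoferritin, 10 uM. Incubation: 10 min, room temperature. Detection: 380 nm excitation, 535 nm emission. Analysis: normalized response, four-parameter Hill.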
BLM helicase inh = Bloom syndrome helicase (human) inhibition | P54132 | recombinant BLM DNA unwinding, fluorescence dequenching | Potency, µM (series often up to 56.1 µM), for inactives: at the highest dose activity change, negative = inhibition, usual class: inhibitors | hit rate 0.2% among 350,000 | AID 2528;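 note: potency is the fitted concentration of half-maximal effect; plate controls were vehicle for no effect and no enzyme for full effect; nearly all actives have a fitted effect of over 35% in size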
APEX1 inh = blocks human APE1 abasic DNA cleavage; recombinant APE1, TAMRA/BHQ-2 abasic DNA cleavage fluorescence; Potency, µM (series often up to 65.8 µM), for inactives: at the highest dose activity change, negative = inhibition, hits mostly inhibitors; hit rate 0.35% among 350,000; P27695; AID 2517;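 note: potency is the fitted concentration of half-maximal effect; plate controls were vehicle for no effect and reference inhibitor for full effect; nearly all actives have a fitted effect of over 55% in size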
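Substrate: short duplex with […] THF abasic site, 5'-TAMRA and 3'-BHQ-2, 50 nM final. APE1 at 0.75 nM, preincubated 15 min RT with compound. Fluorescence increase from first to third read measured activity.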
* marks the source's active call; other numbers are inactive results; ? = inconclusive; . = not tested or not shown; & = joins results of further samples; [ ] = another dose, or the depositor's remark. Unless noted, calls come from the whole dose curve; as a rule, active = well fitted curve in the direction sought with a large enough effect; inconclusive = small, poorly fitted or top-dose-only effect, or another doubt; inactive = no such curve, though single readings can be large; an effect the other way counts as inactive or inconclusive. These rows are one share of the data; rates above refer to the full screens.

SMILES,Pol beta inh,ALOX12 inh,Pol kappa inh,TRHR ag,POLI inh,ERG Ets-DNA blk,Anesthetic bind,BLM helicase inh,APEX1 inh
Cc1ccc(S(=O)(=O)NNC(=O)c2ccc(NC(=O)C3CC3)cc2)cc1,1%,-6%,-3%,0.6,34%,-3%,-7%,-1%,63%[activator]
O=C(NCc1cccnc1)C1CC(c2ccccc2O)=NO1 (stereo not drawn),-1%,2%,-10%,0.3,171%[activator],3%,-14%,-1%,21%
O=C(c1cnccn1)N1CCC[C@@]2(CCN(Cc3cc(C(F)(F)F)cc(C(F)(F)F)c3)C2)C1,.,5%[57.4 µM],5%[60.1 µM],.,.,.,.,1%,19%
CC1CCc2nn(CC(=O)NCCCN3CCOCC3)cc2C1 (stereo not drawn),-26%,3%[57.4 µM],0%,0.5,33%[activator],6%,-14%,0%,-1%
COc1ccccc1C(CNC(=O)c1cccc(S(=O)(=O)NCc2ccccc2)c1)N(C)C (stereo not drawn),.,19%,-5%,0.0,30%[activator],10%,.,.,-6%
COc1cc2c(cc1OC)CN(C(=O)c1oc3ccccc3c1C)CC2,18%,-1%,-7%,-1.6,62%[activator],4%,3%,-8%,-19%
CCCCCCOc1ccc(N2C(=O)CC(N(CCc3ccc(S(N)(=O)=O)cc3)C(C)=O)C2=O)cc1 (stereo not drawn),0%,-20%,-7%,0.6,28%,4%,-17%,-11%,?
Nc1cc(Cl)nc(N/N=C/c2ccc([N+](=O)[O-])cc2)n1,-20%,-17%,-12%,-0.4,8%,1%,-1%,-12%,3%
O=C(CN1CCCC1)Nc1c2c(nc3ccccc13)N(Cc1ccccc1)CC2,-19%,?,6%,0.7,?,9%,0%,-7%,-3%
NC(=O)NC(Cc1ccccc1)C(=O)NNC(=O)COc1ccccc1Cl (stereo not drawn),.,22%,-26%,.,?,-6%,.,.,4%
CCCc1ccc2oc(C(=O)N(C)Cc3ccn[nH]3)c(C)c2c1,8%,0%,0%,0.2,54%[activator],1%,5%,-4%,24%
CCOC(=O)c1ccc2[nH]c3c(c2c1)CN(C)CC3,?,13%,-18%,-0.1,2%,6%,-16%,62%[activator],-4%
CCc1ccc(NC(=S)N(CCCN2CCN(C)CC2)Cc2cccs2)cc1,?,1%,1%,0.3,137%[activator],3%,1%,1%,2%
O=C(Nc1ccc(OCc2cc(=O)n3c4c(sc3n2)CCCC4)cc1)c1ccccc1,18%,-1%,10%,-0.2,32%,-12%,-2%,-4%,.
CCOCCOc1cccc(C(=O)NC(c2ccccc2)c2ccccc2)c1,45%,4%,7%,0.4,20%,10%,-5%,-6%,11%
COc1ccc(-c2noc(-c3ccc(NCC4CCCO4)c([N+](=O)[O-])c3)n2)cc1OC (stereo not drawn),0%,-18%,-16%,3.0,86%[activator],2%,-12%,0%,.
COc1ccc(CN2CCC3C=CCC(C(=O)O)C3C2=O)cc1OC (stereo not drawn),.,.,-19%,.,-27%,.,3%,4%,11%
Cc1cc(NC(=O)c2ccc(N3C(=O)C4C5C=CC(C5)C4C3=O)cc2)no1 (stereo not drawn),10%,0%,0%,1.5,12%,-6%,?,-3%,14%
Cc1cccc(CN2CCC(C(=O)Nc3cccc(-c4cscn4)c3)CC2)n1,-3%,-13%,-4%,0.3,-23%,6%,-5%,5%,-6%
O=C(Nc1cccc(S(=O)(=O)NC2=NCCCCC2)c1)c1cc(-c2ccccc2)nc2ccccc12,9%,2%,-10%,-1.2,9%,1%,-8%,0%,?
COc1ccc(-c2nnc(SCC(=O)NNC(=O)c3ccc(C)cc3)o2)cc1,-12%,-10%,-7%,-0.6,23%,1%,3%,0%,-1%
COc1ccccc1N1CCN(C(=O)C(C)N(c2ccc(C)c(C)c2)S(C)(=O)=O)CC1 (stereo not drawn),-12%,99%[activator],-4%,-0.7,23%,3%,2%,-1%,-5%
O=C(Nc1cc2c(=O)n(-c3ccc(Oc4ccccc4)cc3)ccc2oc1=O)c1ccccc1,9%,-6%,2%,0.7,90%[activator],-14%,-6%,-8%,-3%
O=C1CN(C(=O)COC(=O)C2=COCCO2)c2ccccc2N1,-14%,-2%,-5%,0.3,2%,6%,-3%,3%,-6%
COc1ccc(CCN2CC(C(=O)OCC(=O)NCc3ccccc3Cl)CC2=O)cc1OC (stereo not drawn),.,-13%,-14%,.,8%,5%,.,.,.
O=C(CCN1CCC2CCC(C2)C1)c1ccc(F)cc1 (stereo not drawn),.,-9%,-15%,.,59%[activator],-4%,.,.,.
Cc1ccc2nc(Nc3nc(=O)c4ccccc4n3C)nc(C)c2c1,-16%,.,.,-0.6,.,.,-3%,-1%,-12%
Cc1c(C(=O)NC2CCC(C)CC2)oc2ccccc12 (stereo not drawn),26%,2%,-7%,-0.9,27%,4%,-5%,-2%,35%
COC(=O)[C@@]1(Cc2ccc(F)cc2)[C@H]2c3cc(C(=O)N(C)C)n(CCc4ccccn4)c3C[C@H]2CN1C(=O)c1ccccc1,-18%,?,10%,3.2,3%,5%,-7%&6%,-8%&5%,1%&-4%
CC(c1ccccc1)n1c(-c2cccs2)nc2c(c(=O)c3ccccc3n2C)c1=O (stereo not drawn),-25%,114%[activator],1%,2.9,134%[activator],4%,4%,-3%,2%

Record cards, as listed above. Values in the order: Pol beta inh, ALOX12 inh, Pol kappa inh, TRHR ag, POLI inh, ERG Ets-DNA blk, Anesthetic bind, BLM helicase inh, APEX1 inh
`O=C(Nc1cc2c(=O)n(-c3ccc(Oc4ccccc4)cc3)ccc2oc1=O)c1ccccc1` is listed as 9%, -6%, 2%, 0.7, 90%[activator], -14%, -6%, -8%, -3%
`COc1ccc(-c2noc(-c3ccc(NCC4CCCO4)c([N+](=O)[O-])c3)n2)cc1OC` (stereo not drawn) is listed as 0%, -18%, -16%, 3.0, 86%[activator], 2%, -12%, 0%, .
`COc1ccc(CN2CCC3C=CCC(C(=O)O)C3C2=O)cc1OC` (stereo not drawn) is listed as ., ., -19%, ., -27%, ., 3%, 4%, 11%

Following part:
structure	Pol beta inh	ALOX12 inh	Pol kappa inh	TRHR ag	POLI inh	ERG Ets-DNA blk	Anesthetic bind	BLM helicase inh	APEX1 inh
O=C(CSc1ccc2nnc(-c3cccs3)n2n1)N1CCOCC1	.	-15%	-17%	.	?	9%	.	.	.
COc1ccc(C)c2sc(N3CCN(C(=O)c4cccc(F)c4)CC3)nc12	-1%	-17%	-4%[60.1 µM]	-0.4	70%[activator]	4%	1%	1%	.
Cc1ccc2cc(CCNC(=O)c3ccc(C)c([N+](=O)[O-])c3)c(=O)[nH]c2c1	-5%	?	-7%	-0.9	22%	-6%	-2%	-8%	6%
C/C(=N/NC(=O)c1cnccn1)c1ccncc1	3%	3%	-19%	-0.2	25%	4%	-2%	-1%	1%
Cc1ccc(N)cc1S(=O)(=O)N(C)C	-1%	5%	-3%	0.5	73%[activator]	-3%	-12%	-5%	3%
O=C(CCc1ccccc1Cl)Nc1cc(S(=O)(=O)N2CCOCC2)ccc1N1CCCC1	.	3%	-7%	.	0%	29%	.	.	.
CCOc1ccc(NC(=O)c2ccc3[nH]c(=O)c(=O)[nH]c3c2)cc1	9%	0%	2%	0.1	54%	5%	-2%	-3%	1%
CCOc1ccc(-c2nc(N)nc(C)c2-c2ccc(Cl)cc2)c(O)c1	8%	10%	-22%	-0.3	30%	6%	-19%	-21%	4%
Cc1ccc(NC(=O)NCCN2CCCCC2)cc1C	-16%	10%	14%	0.5	1%	14%	-3%	-3%	47%
NC1(C(=O)O)CCc2cc(P(=O)(O)O)ccc21 (stereo not drawn)	.	-1%	-8%[19.4 µM]	.	.	.	-18%	.	9%
Cc1ccc(Cl)c(OCCN2CCCC(C)C2)c1 (stereo not drawn)	-11%	-21%	-18%	0.0	29%	2%	-11%	1%	-4%
Cc1ccc(S(=O)(=O)Nc2ccc(NC(=O)CN3CCCCC3)c(Cl)c2)cc1	3%	?	-13%	-0.4	17%	-5%	?	-12%	0%

Single entries from the results shown:
Reading of C/C(=N/NC(=O)c1cnccn1)c1ccncc1 in Pol beta inh: 3%
Reading of NC1(C(=O)O)CCc2cc(P(=O)(O)O)ccc21 (stereo not drawn) in APEX1 inh: 9%
